TNAP activators – stimulation of alkaline phosphatase TNAP activity – biochemical, luminescent, no phosphate acceptor, uHTS, primary screen (AID 1001); actives 0.03% (n = 200,000); purified TNAP, luminescent activation assay, no phosphate acceptor; higher activation fold means a stronger effect; activation fold at 20 µM; hits with a dose series show EC50 in µM; in the data active = activation fold from about 3, or a potency from the dose series; inactive = the rest, 99 in 100 with activation fold below about 1.6; note: many of its hits are not listed in these tables
LYP inhibition – PTPN22 lymphoid phosphatase activity blockers – biochemical, fluorescence intensity, uHTS (AID 1779); recombinant LYP phosphatase, fluorescence intensity; higher % means a stronger effect; inhibition, % at 11.5 µM, or IC50 in µM where a hit was titrated; actives 0.054% (n = 290,000);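 note: plate controls were vehicle with enzyme for no effect and no enzyme for full effect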
WT yeast gro inh – growth inhibition of WT yeast, mitochondrial fusion screen | AID 1362 | actives 2.1% (n = 190,000) | inhibition, % at 10 µM | mitochondrial fusion phenotypic screen, WT strain; in the data active = inhibition above about 58%; tested in S. cerevisiae
M1AAP inhibition – P. falciparum M1AAP inhibitors, biochemical, fluorogenic H-Leu-NHMec substrate, 1536-well (AID 1445); recombinant M1AAP, H-Leu-NHMec fluorogenic kinetic assay; higher % means a stronger effect; one-dose inhibition, % at 30 µM; IC50 in µM for titrated hits; actives 0.42% (n = 220,000);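 active = primary inhibition above the hit cutoff, then over 50% inhibition at one or more dose response concentrations, cut at about 23% in these data, passing the limit was not always enough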;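 note: plate controls were DMSO full reaction for no effect and no enzyme background for full effect; strong numbers were not always called active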
Yfh1-depleted yeast – enhancers of respiration in Yfh1-depleted yeast, dose response, Friedreich's ataxia, plus single-dose screen (AID 1465) | S. cerevisiae Yfh1-off respiration, WST-1 reduction, 72 h; higher fold induction means a stronger effect | actives 0.074% (n = 220,000) | fold induction at 50 µM, or EC50 in µM where a hit was titrated;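 active = fold induction of absorbance versus untreated yeast above a set limit, then at least 30% activation at any dose in follow-up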;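 note: activators that raise dye reduction in frataxin-depleted yeast; strong numbers were not always called active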
P. falciparum M17LAP – P. falciparum M17LAP inhibitors, primary screen, biochemical, fluorogenic H-Leu-NHMec substrate, 1536-well (AID 1619); recombinant M17LAP, H-Leu-NHMec fluorogenic kinetic assay; higher % means a stronger effect; one-dose inhibition, % at 30 µM; IC50 in µM for titrated hits; actives 0.38% (n = 220,000);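 active = compound inhibiting the enzyme by more than half at any dose during confirmatory dose-response retesting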;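 note: plate controls were full reaction with DMSO carrier for no effect and no enzyme background for full effect; strong numbers were not always called active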
PMI inhibitors – inhibitors of human PMI, primary screen, biochemical, fluorescence intensity, coupled assay (AID 1209); purified PMI enzyme, coupled fluorescence intensity; higher % means a stronger effect; inhibition, % at 20 µM, or IC50 in µM where a hit was titrated; actives 0.42% (n = 190,000);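 note: plate controls were DMSO vehicle for no effect and wells lacking substrate for full effect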
XIAP displacement – small molecules displacing peptide from XIAP – biochemical, IAP family, fluorescence polarization (AID 1018) | XIAP BIR domain, fluorescence polarization peptide displacement; higher % means a stronger effect | displacement, % at 20 µM, or IC50 in µM where a hit was titrated | actives 0.007% (n = 200,000); in the data active = displacement above about 50%; note: a part of the inactive calls stands beside numbers as strong as those of hits
human PMI inhibitors – MPI inhibition at elevated mannose 6-phosphate – biochemical, fluorescence intensity, high mannose 6-phosphate, primary screen (AID 1220) | recombinant PMI enzyme, coupled fluorescence intensity; higher % means a stronger effect | actives 0.66% (n = 190,000) | inhibition, % at 20 µM, or IC50 in µM where a hit was titrated
WT yeast gro inh mutant strain – recorded beside WT yeast gro inh, whose call it bears; inhibition, %; mitochondrial fusion phenotypic screen, mutant strain inhibition
The depositor's hits bear a star; i = inactive; . = no result given. Cut-off read from the data, not from the text of the source, unless noted: active = inhibition above about 50%; inactive = the rest.

SMILES | TNAP activators | LYP inhibition | WT yeast gro inh | WT yeast gro inh mutant strain | M1AAP inhibition | Yfh1-depleted yeast | P. falciparum M17LAP | PMI inhibitors | XIAP displacement | human PMI inhibitors
CCN(CC)CCNC(=O)C(C(=O)c1ccccc1)n1ccccc1=O (stereo not given) | 1.1 | -3.3% | -5.2 | -1.6 | 1.4% | i | 9.2% | -2.5% | 2.3% | 1.8%
O=C(Nc1ccc(F)cc1)NC1(C(=O)NCc2ccc3c(c2)OCO3)CCCCC1 | 1.1 | -4.6% | 5.0 | -6.0 | -2.4% | i | -10.5% | -0.3% | -6.7% | -6.0%
CCOC(=O)c1ccc(CSc2nnc(-c3ccncc3)n2N)cc1 | 1 | 1.1% | -2.0 | 1.9 | 1.3% | i | -4.1% | -1.8% | -6.7% | 0.2%
CCCCCC1CCC(C(=O)NNC(=S)NCC)CC1 (stereo not given) | 1.1 | -7.4% | 37.3 | 35.6 | -3.3% | i | 14.9% | -10.3% | 1.5% | -8.6%
O=C(Oc1ccccc1)c1ccc(-n2cnnn2)cc1 | 1 | -7.6% | 2.2 | -7.7 | 1.2% | i | -1.8% | 1.7% | -4.6% | 12.1%
CC(C)COn1c(=S)[nH]c2ccccc2c1=O | 1.1 | 0.3% | 12.1 | 26.7 | -0.2% | i | 23.1% | 11.3% | 1.9% | 10.8%
CNC(=O)N1CCN(C(=O)NC)CC1 | 1.1 | -11.2% | -8.2 | -4.3 | -1.2% | i | -0.8% | -3.0% | -4.9% | -1.9%
CC1(C)CC(=O)C2=C(C1)Nc1ccccc1[S@]2=O | . | -5.7% | . | . | 21.4% | i | 24.3% | . | . | .
Cc1ccc(NC(=O)C2CC(=O)OC23CCOC(C)(C)C3)cc1 (stereo not given) | 1.2 | -11.4% | -22.1 | 17.7 | 3.1% | i | -1.7% | -9.5% | -3.7% | -6.9%
Cc1cc(C)c2ccc(=S)[nH]c2n1 | 1 | -2.8% | 3.5 | 0.2 | 5.6% | i | -1.8% | -65.9% | -5.7% | -151.8%
Cc1nc2nc[nH]n2c(=O)c1CCOC(=O)c1c(F)cccc1F | 1.1 | -1.0% | -7.0 | -4.7 | 4.5% | i | 12.1% | -20.8% | -3.6% | -5.2%
Cc1noc(C)c1COC(=O)c1ccccc1NC(=O)c1ccco1 | 1 | 2.7% | 11.2 | -7.3 | 5.6% | i | 25.3% | -2.0% | -12.7% | 7.7%
Cc1cccc(/C=N/NC(=O)C(C)Nc2cccc3ccccc23)n1 (stereo not given) | 1 | 0.3% | 64.8 | 64.9 | 11.3% | i | 4.6% | -30.6% | 0.7% | -72.3%
COc1ccc(CCNC(=O)CC2SC(=NCCc3ccccc3)NC2=O)cc1 (stereo not given) | 1.1 | 0.2% | -15.7 | -2.8 | 1.4% | i | -3.7% | 8.2% | -3.9% | -2.8%
CC(C)OCC1Cn2c(nc3c2c(=O)n(C)c(=O)n3C)O1 (stereo not given) | 1.1 | -4.5% | -15.7 | -4.9 | -1.9% | i | 8.0% | -5.9% | -2.8% | -6.1%
CCCc1ccc(Oc2cn[nH]c2-c2ccc(O)c(C)c2O)cc1 | 1 | 1.4% | 82.7* | 81.0* | -1.0% | i | 12.9% | 12.7% | -7.5% | 10.7%
O=C(c1nc2ccccn2c1CN1CCN(c2ccccc2O)CC1)N1CCCC1 | 1 | -4.6% | -13.6 | -11.2 | 5.2% | i | 17.4% | 15.7% | -10.2% | 31.6%
O=C(COc1ccccc1)Nc1nnc(-c2ccc(Cl)s2)o1 | 1.2 | -6.2% | 56.6 | 52.6 | 1.6% | i | -1.1% | -0.1% | -1.8% | 6.3%
O=S(=O)(c1ccccc1)N1C2CCC1CC(O)(c1cccnc1)C2 (stereo not given) | 1 | 4.0% | 1.2 | -3.4 | 3.7% | i | 0.5% | 13.4% | -4.8% | 6.9%
O=C(CCSCc1ccccc1F)N1CCN(c2ccccn2)CC1 | 1.1 | -3.9% | 0.6 | -6.7 | 10.8% | i | 11.3% | 6.2% | 2.5% | 8.8%
O=C(NCC1(c2ccccc2)CCCC1)c1ccccc1 | 1.1 | -8.1% | 6.3 | -4.9 | 0.4% | i | 17.8% | 6.1% | 1.4% | -4.3%
CCOC(=O)/C(=N\Nc1ccc(Br)cc1)N1CCN(c2ccccc2OC)CC1 | 1 | 9.0% | 45.2 | 49.5 | 6.9% | i | -1.0% | -75.9% | -6.3% | -135.3%
COc1ccc(C2=NOC(C(=O)Nc3ccc(C)cc3)C2)cc1OC (stereo not given) | 1.2 | -7.6% | -3.2 | 6.0 | -5.3% | i | 3.8% | 3.1% | -2.5% | 6.6%
CC1=NN(c2nc(-c3ccc(C)cc3)cs2)C(=O)C1N=Nc1ccc2ccccc2c1 (stereo not given) | 1 | 6.8% | 17.4 | 28.4 | -4.6% | i | -4.7% | 23.0% | -8.3% | 10.1%
CN(C(=O)CSc1nc2ccccc2n1CCc1ccccc1)C1CCS(=O)(=O)C1 (stereo not given) | 1 | 4.3% | -19.6 | -5.6 | -2.4% | i | -1.8% | 0.4% | -5.9% | -19.8%

The final 4 compounds of the part above come first, to join the parts:
SMILES | TNAP activators | LYP inhibition | WT yeast gro inh | WT yeast gro inh mutant strain | M1AAP inhibition | Yfh1-depleted yeast | P. falciparum M17LAP | PMI inhibitors | XIAP displacement | human PMI inhibitors
CCOC(=O)/C(=N\Nc1ccc(Br)cc1)N1CCN(c2ccccc2OC)CC1 | 1 | 9.0% | 45.2 | 49.5 | 6.9% | i | -1.0% | -75.9% | -6.3% | -135.3%
COc1ccc(C2=NOC(C(=O)Nc3ccc(C)cc3)C2)cc1OC (stereo not given) | 1.2 | -7.6% | -3.2 | 6.0 | -5.3% | i | 3.8% | 3.1% | -2.5% | 6.6%
CC1=NN(c2nc(-c3ccc(C)cc3)cs2)C(=O)C1N=Nc1ccc2ccccc2c1 (stereo not given) | 1 | 6.8% | 17.4 | 28.4 | -4.6% | i | -4.7% | 23.0% | -8.3% | 10.1%
CN(C(=O)CSc1nc2ccccc2n1CCc1ccccc1)C1CCS(=O)(=O)C1 (stereo not given) | 1 | 4.3% | -19.6 | -5.6 | -2.4% | i | -1.8% | 0.4% | -5.9% | -19.8%
CCCOC(=O)c1c(NC(=O)CCCn2nc([N+](=O)[O-])c(Cl)c2C)sc(C(=O)OC)c1C | 1.1 | 2.8% | 8.1 | -5.5 | -2.0% | i | -13.3% | 11.3% | -7.5% | 1.7%
O=C(O)CNC(=O)C12CC3CC(CC(Cl)(C3)C1)C2 | 0.8 | -1.3% | -1.6 | -11.0 | 0.5% | i | 5.3% | -24.4% | -10.0% | -18.4%
CCn1c(O)c(/C=N/n2cnnc2)sc1=S | 1.1 | -8.6% | -71.8 | 8.0 | 14.6% | i | 1.8% | 8.7% | -2.4% | 10.0%
Cc1cccc(C)c1NC(=O)N1CCCC1C(=O)Nc1ccc(-n2cnnn2)cc1 (stereo not given) | 1.1 | -6.6% | 6.7 | -3.8 | -3.8% | i | 1.7% | -1.0% | 0.1% | -1.8%
CC1CC(C)CN(CCC(=O)Nc2cccc(Cl)c2)C1 (stereo not given) | 1.1 | -7.4% | 9.0 | 28.3 | 9.9% | i | 7.7% | -1.6% | 1.0% | -4.3%
Cc1nn(Cc2ccccc2)c(C)c1NC(=O)CCC(=O)O | 1.1 | -3.0% | 16.9 | 21.1 | 2.2% | i | -2.6% | 9.7% | -4.1% | 14.2%
COC(=O)c1c(C)[nH]c(C(=O)/C=C/c2ccc(Cl)cc2)c1C | 1.1 | 10.1% | 23.8 | -13.4 | -2.6% | i | -5.1% | 10.6% | -6.9% | -2.6%
COc1cc(C(=O)N/N=C(\C)Cn2nc([N+](=O)[O-])cc2C)ccc1O | 1.2 | -3.2% | 4.8 | -3.6 | 3.3% | i | 6.4% | -7.1% | -12.4% | -6.6%
COC(=O)c1sccc1S(=O)(=O)Nc1ccc(C)cc1 | . | -0.3% | . | . | 3.6% | i | 1.9% | . | . | .
O=C(c1ccco1)N1CCN(C(=O)C2CCCO2)CC1 (stereo not given) | 1.1 | -4.1% | 9.3 | -17.4 | 0.3% | i | 3.8% | -0.8% | -5.5% | -6.6%
COc1ccc(CCNC(=O)Cn2cnc3c(cnn3-c3ccccc3Cl)c2=O)cc1OC | 1 | -5.1% | -13.3 | -8.5 | -5.1% | i | -0.7% | 1.2% | -7.1% | 8.4%
CC(=O)Nc1cccc2c1C(=O)N(c1cccc(C)c1)C2=O | 1.1 | -2.3% | 1.3 | -9.4 | 2.3% | i | 7.8% | 2.4% | -12.2% | 3.5%
O=[N+]([O-])c1cc(S(=O)(=O)Nc2ccc(Cl)cc2)ccc1N/N=C/c1ccncc1 | 1 | -13.8% | -0.5 | -4.4 | 4.3% | i | 0.8% | -3.5% | -13.2% | -9.0%
CN(Cc1cccc(F)c1)CC(O)COCc1ccccc1Cl (stereo not given) | 1 | -8.9% | 16.1 | 8.0 | 1.1% | i | 3.7% | -12.2% | -4.5% | -17.4%
Cc1ccc(OCC(=O)N2CCN(S(=O)(=O)c3ccc(Cl)cc3)CC2)c([N+](=O)[O-])n1 | 1.1 | -0.3% | 9.3 | -0.8 | -1.6% | i | -5.4% | 13.3% | -11.9% | 11.2%
CN(C(=S)NC(=O)/C=C/c1ccc(F)cc1)C1CCCCC1 | 1 | 2.7% | 2.1 | -12.5 | 12.1% | i | 6.0% | 9.4% | -9.2% | 12.7%
Cc1ccc(-c2nc(NCc3ccco3)c3ccccc3n2)cc1 | 1.1 | -5.1% | 67.3* | 53.2* | -2.5% | i | 7.4% | 4.7% | -7.2% | 6.6%
Cc1ccc(NC(=O)c2cc(NC(=O)C3CC=CCC3C(=O)O)ccc2N2CCOCC2)cc1 (stereo not given) | 1.1 | -3.6% | 2.4 | 0.9 | -1.2% | i | -6.9% | -4.2% | -3.9% | -0.3%
O=C(Nc1ccccc1)C1CCCCC1 | 1.1 | -3.1% | 19.6 | 8.1 | -10.6% | i | -10.8% | -1.3% | -1.8% | -5.0%
c1ccc(-c2noc(-c3ccc4c(c3)OCO4)n2)nc1 | 1.1 | 0.6% | 64.4* | 49.4* | 7.8% | i | -4.9% | 16.6% | -6.2% | 17.1%
Cc1cc(N)c2ccccc2n1 | 1.1 | -4.9% | 7.2 | 4.5 | 9.4% | i | 12.8% | -3.6% | -7.6% | 5.5%
CNCCCNCc1ccc(SC)cc1 | 1.1 | -10.8% | -22.5 | -0.7 | -4.3% | i | 8.2% | 3.8% | -3.6% | 9.0%
Cc1cc(N)n(-c2ccc([N+](=O)[O-])cc2)n1 | 1.2 | -4.7% | -5.7 | 7.1 | 3.1% | i | 9.7% | -0.6% | -6.2% | 1.6%
Oc1ccccc1C1=Nc2ccccc2N=C(c2ccco2)C1 | 1 | -6.0% | 5.8 | 16.8 | 0.4% | i | -1.4% | 10.9% | -4.8% | 8.5%

Two compounds drawn at random from the list so far, as already listed:
SMILES | TNAP activators | LYP inhibition | WT yeast gro inh | WT yeast gro inh mutant strain | M1AAP inhibition | Yfh1-depleted yeast | P. falciparum M17LAP | PMI inhibitors | XIAP displacement | human PMI inhibitors
CCOC(=O)/C(=N\Nc1ccc(Br)cc1)N1CCN(c2ccccc2OC)CC1 | 1 | 9.0% | 45.2 | 49.5 | 6.9% | i | -1.0% | -75.9% | -6.3% | -135.3%
CC(=O)Nc1cccc2c1C(=O)N(c1cccc(C)c1)C2=O | 1.1 | -2.3% | 1.3 | -9.4 | 2.3% | i | 7.8% | 2.4% | -12.2% | 3.5%

High-throughput results deposited in PubChem BioAssay by several laboratories.
